Compound activity (PubChem BioAssay)
Vif imaging: HIV Vif self-association inhibitors, primary screen, imaging, HEK293T, single point. inhibition, % at 7.49 µM. HEK293T cells, Vif self-association by quenched fluorescence, 24 h. AID 602346, 2012. 0.35% of 340,000 active; in the data active = inhibition above about 50%, passing the limit was not always enough; note: some results filed as inactive read as strong as hits
CaV13 FRET inh: Primary screen for inhibitors of IQ motif and Ca2+-dependent inactivation inhibitor domain binding in CACNA1D, Förster resonance energy transfer in living cells, …; HEK cells, CFP/YFP FRET ICDI-IQ, plate reader, 10 min; percent FRET-ratio fall versus neutral wells; 0.098% of 340,000 active; inhibition, % at 12.3 µM; AID 743397;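 active = mean replicate inhibition of at least 30% and at least 1% of replicates passing that level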;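 note: 0% = median of the neutral control wells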
PDI turbidity: inhibitors of human PDI, primary screen, biochemical, turbidity, single point, plate reader; Protein disulfide-isomerase (Homo sapiens), P07237; PDI insulin aggregation turbidity, A650, 90 min; inhibition, % at 10 µM; 0.052% of 350,000 active; AID 588391, 2011;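 active = mean inhibition across replicates of 30% or more, whatever share of single replicates reach that level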;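 note: absorbance from insulin aggregation driven by PDI reduction with DTT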
MC4R antag cAMP: MC4R antagonists of cAMP signaling, primary screen, cell-based, TR-FRET, antagonist arm of biased-ligand search; MC4R-expressing cells, MTII-stimulated cAMP, LANCE TR-FRET; inhibition, % at 6.5 µM; 0.48% of 360,000 active;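 active = inhibition above its plate's cutoff, the mean of tested wells on that plate plus 3 SD, cut at about 29% in these data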;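 note: 0% = Melanotan II alone and 100% = Melanotan II plus saturating MCL0020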
Target sequence (P32245 whole entry, looked up): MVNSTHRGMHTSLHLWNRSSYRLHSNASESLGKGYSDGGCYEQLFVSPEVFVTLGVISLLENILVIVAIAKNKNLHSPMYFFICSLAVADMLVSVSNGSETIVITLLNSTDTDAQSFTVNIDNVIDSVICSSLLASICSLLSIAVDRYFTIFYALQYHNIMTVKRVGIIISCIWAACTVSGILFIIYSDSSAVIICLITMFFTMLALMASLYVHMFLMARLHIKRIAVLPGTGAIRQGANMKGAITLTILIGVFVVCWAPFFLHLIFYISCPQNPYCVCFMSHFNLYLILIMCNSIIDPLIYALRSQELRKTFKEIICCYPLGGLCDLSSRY
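System: U2OS-MC4R stable cell line; Technique: Eu-cAMP/anti-cAMP TR-FRET, emission 671 nm; Repeats: single well per compound; Also added: Melanotan II; Dosing: one concentration, 6.5 µM nominal; Schedule: 30-min compound, 1-h challenge, 1-h detection, room temperature.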
MC4R barr agon: MC4R agonists recruiting beta-arrestin, primary screen, cell-based, luminescence, agonist arm of biased-ligand search; U2OS MC4R beta-arrestin complementation; percent of melanotan II response, DMSO zero; Melanocortin receptor 4 (Homo sapiens), P32245; activation, % at 8.9 µM; 0.98% of 360,000 active;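 active = activation above a per-plate cutoff, the mean activation of sample wells on that plate plus 3 SD, cut at about 8% in these data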
aDG glyco act: activators of alpha-DG glycosylation, primary screen, uHTS, Pro5-aDG cells, AlphaScreen; 0.22% of 360,000 active; activation, % at 10 µM; alpha-DG glycosylation AlphaScreen (IIH6); 0% Pro5, 100% B10-LARGE cell signal; AID 624168, 2012;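 active = activation of at least 8% versus controls, or a plate z-score of at least 8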;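 note: Pro5 are CHO cells carrying HIG-tagged alpha-DG that lacks glycosylation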
H9c2 protect: cardioprotection against H2O2-induced cell death, primary screen, uHTS, H9c2 cells, ATPLite luminescence; 0.63% of 360,000 active; H9c2 cardiomyocytes, H2O2 injury protection, 2 h; protection from H2O2 cell death, % at 20 µM; AID 588492, 2011;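 active = compounds giving at least 50% protection of heart cells from peroxide-induced death in the single-dose screen, raw or plate-pattern-corrected value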;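 note: 0% = DMSO wells with peroxide and 100% = DMSO wells without peroxide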
ABCB6 inh 2: ABCB6 transporter inhibitors, primary screen, K562-ABCB6 cells, flow cytometry, MLPCN library; ATP-binding cassette sub-family B member 6 (Homo sapiens), Q9NP58; K562-ABCB6 porphyrin accumulation, 1 h; stronger effect = lower value; fluorescence ratio to DMSO, % at 10 µM; 0.19% of 360,000 active; AID 602162, 2011;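 active = fluorescence ratio to DMSO below 75%, the collection mean minus 3 SD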;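 note: signal is porphyrin accumulated inside mitochondria; 100% equals median channel fluorescence of DMSO control wells; lower ratio means ABCB6 inhibition with less porphyrin fluorescence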
N-glyco inh: increase of ERlucT glycosylation luciferase signal, primary screen, N-linked glycosylation inhibitor project, D54 ERlucT cells, luminescence, set 2. D54 ERlucT glycosylation luciferase reporter, 24 h; percent of 100 nM tunicamycin response. reporter increase, % at 12.5 µM. 0.23% of 360,000 active. AID 588692, 2011;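 active = mean luciferase reporter signal, scaled so untreated is 0 and the glycosylation-blocking control 100, at or above a set limit in every replicate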;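 note: luciferase carries N-glycosylation sites so blocking glycosylation raises the light; 0% = median of neutral control wells and 100% = median of 100 nM tunicamycin wells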
HTR2A ag: mouse Htr2a agonists via beta-arrestin recruitment, primary screen, cell-based, luminescence. 5-hydroxytryptamine receptor 2A (Mus musculus), P35363. AID 624169, 2012. CHO-K1 mHTR2A beta-arrestin complementation; percent of 30 µM serotonin response. activation, % at 7.6 µM. 0.66% of 360,000 active;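 active = activation above a run cutoff, the mean activation of all tested compounds plus 3 SD, cut at about 14% in these data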;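 note: 0% = plate median of compound wells and 100% = 30 µM serotonin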
Target sequence (P35363 whole entry, looked up): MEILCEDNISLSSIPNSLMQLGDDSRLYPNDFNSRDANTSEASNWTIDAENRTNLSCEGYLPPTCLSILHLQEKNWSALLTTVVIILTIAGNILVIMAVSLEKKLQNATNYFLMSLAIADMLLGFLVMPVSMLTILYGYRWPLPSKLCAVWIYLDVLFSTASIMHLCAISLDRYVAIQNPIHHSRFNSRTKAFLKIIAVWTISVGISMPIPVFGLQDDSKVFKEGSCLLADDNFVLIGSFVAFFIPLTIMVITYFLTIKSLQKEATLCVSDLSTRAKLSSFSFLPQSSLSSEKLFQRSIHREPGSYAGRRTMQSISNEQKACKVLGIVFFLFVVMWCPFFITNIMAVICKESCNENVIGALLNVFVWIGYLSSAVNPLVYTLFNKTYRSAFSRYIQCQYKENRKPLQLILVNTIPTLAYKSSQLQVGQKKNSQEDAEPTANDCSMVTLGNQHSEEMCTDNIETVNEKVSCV
An asterisk follows results filed as active; / = not tested or not shown.

The opening 2 compounds as a preview:
Field names – A = Vif imaging; B = CaV13 FRET inh; C = PDI turbidity; D = MC4R antag cAMP; E = MC4R barr agon; F = aDG glyco act; G = H9c2 protect; H = ABCB6 inh 2; I = N-glyco inh; J = HTR2A ag
1: Cc1cccc(NC2SC(=O)N(c3ccccc3)C2=O)c1 (configuration not stated)
  A = 6.2	B = /	C = 0.0	D = -1.2	E = -1.7	F = -0.1	G = 4.9	H = 98.0	I = -0.4	J = -0.4
2: CCc1ccc(C(=O)NNC(=O)C2CC(=O)N(c3ccc4c(c3)OCCO4)C2)cc1 (configuration not stated)
  A = 18.7	B = -2.0	C = 3.7	D = -3.4	E = -1.9	F = -0.3	G = -5.4	H = 98.0	I = -1.9	J = -3.8

Results (from the top)
Field names – A = Vif imaging; B = CaV13 FRET inh; C = PDI turbidity; D = MC4R antag cAMP; E = MC4R barr agon; F = aDG glyco act; G = H9c2 protect; H = ABCB6 inh 2; I = N-glyco inh; J = HTR2A ag
1: Cc1cccc(NC2SC(=O)N(c3ccccc3)C2=O)c1 (configuration not stated)
  A = 6.2	B = /	C = 0.0	D = -1.2	E = -1.7	F = -0.1	G = 4.9	H = 98.0	I = -0.4	J = -0.4
2: CCc1ccc(C(=O)NNC(=O)C2CC(=O)N(c3ccc4c(c3)OCCO4)C2)cc1 (configuration not stated)
  A = 18.7	B = -2.0	C = 3.7	D = -3.4	E = -1.9	F = -0.3	G = -5.4	H = 98.0	I = -1.9	J = -3.8
3: CCN1CCCC1CNc1ncnc2c1[nH]c1ccc(F)cc12 (configuration not stated)
  A = -1.4	B = /	C = -6.7	D = 15.9	E = -1.6	F = 0.8	G = 5.6	H = 97.0	I = -3.0	J = -0.7
4: COc1ccc(Cc2c(C3CCCCC3)nc3ccc(Cl)cn23)c(C)c1
  A = /	B = -3.8	C = /	D = /	E = /	F = -0.1	G = -6.2	H = 90.0	I = -2.1	J = 1.2
5: Cc1cccc(NC(=O)C2CCCN2C(=O)Oc2ccccc2)c1 (configuration not stated)
  A = -6.1	B = /	C = 3.5	D = 1.7	E = 0.6	F = 0.0	G = 12.2	H = 102.0	I = 1.0	J = 5.7
6: CCCS(=O)(=O)N1CCCC(C(=O)NCC(OC)OC)C1 (configuration not stated)
  A = 14.0	B = -0.7	C = 1.9	D = 6.5	E = -2.5	F = 0.0	G = 2.5	H = 99.0	I = 0.7	J = 2.4
7: CC(C)c1nnc(NC(=O)C2CCN(C(=O)c3ccco3)CC2)s1
  A = -5.7	B = -6.9	C = 5.0	D = -3.5	E = 0.4	F = -0.1	G = 1.3	H = 93.0	I = 2.5	J = 5.9
8: CCOC(=O)C(Cc1ccccc1)C(=O)NCc1cccnc1 (configuration not stated)
  A = -0.3	B = -2.4	C = -1.1	D = 2.8	E = -1.4	F = 0.0	G = 7.0	H = 106.0	I = 0.5	J = 1.1
9: COc1ccc(CCNC(=O)c2ccc3c(c2)NC(=O)C(N2CCOCC2)S3)cc1OC (configuration not stated)
  A = -19.2	B = /	C = -5.0	D = 11.2	E = -0.9	F = -0.1	G = -3.5	H = 88.0	I = -1.7	J = 2.4
10: O=C(CN1CCCC1)OCCCC1CCCCC1
  A = 25.4	B = 7.5	C = -2.8	D = 2.1	E = -2.2	F = 0.0	G = -1.1	H = 97.0	I = 3.2	J = 5.6
11: CN(C)c1nc(Oc2ccc(OCCOc3ccccc3)nn2)nc(N(C)C)n1
  A = -0.4	B = 1.7	C = 4.5	D = 10.3	E = -1.5	F = 0.2	G = -0.2	H = 102.0	I = 1.0	J = 3.9
12: COC(=O)c1cn(NC(=O)c2cccnc2)c(=O)c2ccccc12
  A = -5.9	B = -5.1	C = -4.5	D = -3.9	E = -0.7	F = 0.0	G = 4.4	H = 97.0	I = -0.4	J = 3.6
13: C=CCOc1ccccc1CN1CCC(n2nccc2NC(=O)C2CCOC2)CC1 (configuration not stated)
  A = -1.2	B = -8.3	C = -33.7	D = 1.8	E = -3.0	F = -0.5	G = 7.2	H = 96.0	I = -1.9	J = 6.6
14: O=C(NCCO)c1cccc(Nc2nc(-c3ccccc3)c3cc(Cl)ccc3n2)c1
  A = -4.0	B = -8.8	C = -1.1	D = 16.2	E = 6.3	F = 0.0	G = 19.1	H = 96.0	I = 14.7	J = 6.4
15: FC(F)(F)c1ccccc1Cc1c(-c2cccc(Br)c2)nc2c3ccccc3ccn12
  A = /	B = -4.7	C = /	D = /	E = /	F = -0.2	G = -4.0	H = 119.0	I = 2.9	J = 6.2
16: COc1ccc(NC(=S)N2CCN(c3ccccn3)CC2)cc1OC
  A = 0.2	B = -3.7	C = -0.5	D = 13.3	E = -1.5	F = -0.1	G = 0.5	H = 96.0	I = 2.0	J = -1.4
17: CCc1ccccc1NC(=O)CSc1nnc([C@H](CCSC)NC(=O)OC(C)(C)C)o1
  A = -0.3	B = -2.8	C = 0.4	D = -1.7	E = -0.4	F = 0.0	G = -12.7	H = 91.0	I = -2.0	J = 1.5
18: CCOC(=O)C1CCN(S(=O)(=O)c2ccc(OCC)cc2)CC1
  A = 8.9	B = /	C = -3.4	D = 1.4	E = -1.5	F = 0.2	G = -12.3	H = 99.0	I = 0.0	J = -0.8
19: CN1CCN(C(=O)c2cc3c(c(-c4cccc(Br)c4)n2)[C@H](CCO)N(S(=O)C(C)(C)C)C3)CC1 (some centres not stated)
  A = /	B = -3.7	C = /	D = /	E = /	F = -0.2	G = 9.1	H = 103.0	I = 0.2	J = -1.0
20: CCCCN(C(=O)c1ccc(S(=O)(=O)N(C)c2ccccc2)cc1)c1c(N)n(CCC)c(=O)[nH]c1=O
  A = 3.0	B = -1.8	C = 2.4	D = 7.3	E = -0.9	F = 0.3	G = 0.5	H = 95.0	I = 0.6	J = -1.9
21: Cc1cccc(C)c1OCC(=O)Nc1ccccc1N1CCCCC1
  A = -10.7	B = -2.2	C = -1.8	D = 5.7	E = 0.0	F = 0.1	G = -16.9	H = 88.0	I = -9.1	J = -2.6
22: CCCc1nnc(NC(=O)c2c(O)c3c([nH]c2=O)CCCC3)s1
  A = 5.3	B = /	C = 0.9	D = 8.2	E = 0.0	F = -0.2	G = 0.6	H = 96.0	I = 1.7	J = 3.4
23: Cc1cc(C)n2cnnc2n1
  A = -1.5	B = -4.6	C = 5.0	D = 0.5	E = -0.9	F = 0.1	G = 0.2	H = 101.0	I = 0.3	J = 3.4
24: Nc1c(C(=O)CCC(=O)O)oc2ccc(Cl)cc12
  A = 18.9	B = 10.5	C = /	D = 0.7	E = -0.8	F = 0.1	G = 8.6	H = 99.0	I = -1.5	J = -2.4

Another view of some results above:
entry	structure	Vif imaging	CaV13 FRET inh	PDI turbidity	MC4R antag cAMP	MC4R barr agon	aDG glyco act	H9c2 protect	ABCB6 inh 2	N-glyco inh	HTR2A ag
19	CN1CCN(C(=O)c2cc3c(c(-c4cccc(Br)c4)n2)[C@H](CCO)N(S(=O)C(C)(C)C)C3)CC1 (some centres not stated)	/	-3.7	/	/	/	-0.2	9.1	103.0	0.2	-1.0
20	CCCCN(C(=O)c1ccc(S(=O)(=O)N(C)c2ccccc2)cc1)c1c(N)n(CCC)c(=O)[nH]c1=O	3.0	-1.8	2.4	7.3	-0.9	0.3	0.5	95.0	0.6	-1.9
21	Cc1cccc(C)c1OCC(=O)Nc1ccccc1N1CCCCC1	-10.7	-2.2	-1.8	5.7	0.0	0.1	-16.9	88.0	-9.1	-2.6
22	CCCc1nnc(NC(=O)c2c(O)c3c([nH]c2=O)CCCC3)s1	5.3	/	0.9	8.2	0.0	-0.2	0.6	96.0	1.7	3.4
